Screening results as filed in PubChem BioAssay.
TexasRed fluor: Total Fluorescence Counterscreen for Inhibitors of the Interaction of Thyroid Hormone Receptor and Steroid Receptor Coregulator 2; TRb/SRC2 Texas Red total fluorescence interference; 0.29% of 280,000 active; Potency, µM (top dose mostly 106 µM), without a hit: top-dose fluorescence change, negative = quenching; active = well fitted curve in either direction with a large enough effect; inconclusive = small, poorly fitted or top-dose-only effect
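Flags fluorescent or light-absorbing compounds by total fluorescence, S + 2P, at 555 nm excitation and 632 nm emission. Mixture: 20 nM Texas Red SRC2 peptide, 0.6 uM human TRb LBD, 1 uM T3, 5% DMSO; compound exposure 5 h at ambient temperature.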
TRb-SRC2 inh: qHTS for Inhibitors of the Interaction of Thyroid Hormone Receptor and Steroid Receptor Coregulator 2; TRbeta-SRC2 peptide binding, fluorescence polarization; receptor liganded with 1 µM T3; Potency, µM (top dose mostly 106 µM), for the others: at the top dose activity change, negative = inhibition, hits mostly inhibitors; 0.065% of 280,000 active;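 note: plate controls were bound peptide for no effect and peptide without receptor for full effect; nearly all actives have a fitted effect of over 50% in size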
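TRb LBD 0.6 uM + Texas Red SRC2 peptide 20 nM, 1 uM T3, Tris buffer w/ 5% DMSO; compound pinned, 5 h RT; FP read ex 555/em 632; normalized to unbound and bound controls.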
RECQ1 inh: qHTS Assay for Inhibitors of RecQ-Like Dna Helicase 1 (RECQ1). RECQ1 DNA unwinding, red fluorescence kinetic read. Potency, µM (top dose mostly 57.3 µM), without a hit: at the top dose activity, negative = inhibition, most hits filed as inhibitors. 0.54% of 240,000 active. AID 2549, 2010. ATP-dependent DNA helicase Q1 (Homo sapiens), P46063;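 note: plate controls were vehicle for no effect and no enzyme for full effect; nearly all actives have a fitted effect of over 30% in size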
Target sequence (P46063 whole entry, looked up): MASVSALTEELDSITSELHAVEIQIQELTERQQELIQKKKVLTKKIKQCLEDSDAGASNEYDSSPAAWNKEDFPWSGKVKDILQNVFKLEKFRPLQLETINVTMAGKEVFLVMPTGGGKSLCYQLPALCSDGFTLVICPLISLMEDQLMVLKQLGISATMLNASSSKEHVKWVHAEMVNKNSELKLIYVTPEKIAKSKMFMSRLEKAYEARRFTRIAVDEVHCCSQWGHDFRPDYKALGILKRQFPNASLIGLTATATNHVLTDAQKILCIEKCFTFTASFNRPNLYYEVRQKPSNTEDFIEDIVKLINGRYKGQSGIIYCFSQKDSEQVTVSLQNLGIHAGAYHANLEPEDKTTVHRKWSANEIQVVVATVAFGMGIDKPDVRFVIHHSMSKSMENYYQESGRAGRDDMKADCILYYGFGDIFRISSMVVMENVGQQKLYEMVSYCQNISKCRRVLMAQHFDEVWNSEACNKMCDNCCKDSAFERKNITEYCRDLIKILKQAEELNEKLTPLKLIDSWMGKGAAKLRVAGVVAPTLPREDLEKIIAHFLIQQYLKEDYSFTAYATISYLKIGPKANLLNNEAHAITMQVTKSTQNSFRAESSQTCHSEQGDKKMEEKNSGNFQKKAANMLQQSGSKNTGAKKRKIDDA
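50 nM RECQ1T1 preincubated 15 min with compound in Tris pH 8.0 buffer with MgCl2, DTT, Tween-20 and 2.5 ug/ml poly(dI-dC); started with 200 nM TAMRA/BHQ-2 forked duplex and 2 mM ATP. Unwinding read as fluorescence (525/598 nm), two reads 2 h apart.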
RGS12 GoLoco inh: qHTS Assay for Inhibitors of RGS12 GoLoco Motif Activity (Red Fluorophore). AID 880, 2007. Gai1:RGS12 GoLoco peptide FP, rhodamine, 10 min. Potency, µM (top dose mostly 61.6 µM), for the others: at the top dose activity, negative = inhibition, actives largely listed as inhibitors. 0.44% of 230,000 active; active = well fitted inhibition curve with a large enough effect, not every such curve was filed as active; inactive = no such curve, though single readings can be large or run the other way; note: nearly all actives have a fitted effect of over 30% in size; many of its hits are not listed in these tables
Target sequence (P63096 whole entry, looked up): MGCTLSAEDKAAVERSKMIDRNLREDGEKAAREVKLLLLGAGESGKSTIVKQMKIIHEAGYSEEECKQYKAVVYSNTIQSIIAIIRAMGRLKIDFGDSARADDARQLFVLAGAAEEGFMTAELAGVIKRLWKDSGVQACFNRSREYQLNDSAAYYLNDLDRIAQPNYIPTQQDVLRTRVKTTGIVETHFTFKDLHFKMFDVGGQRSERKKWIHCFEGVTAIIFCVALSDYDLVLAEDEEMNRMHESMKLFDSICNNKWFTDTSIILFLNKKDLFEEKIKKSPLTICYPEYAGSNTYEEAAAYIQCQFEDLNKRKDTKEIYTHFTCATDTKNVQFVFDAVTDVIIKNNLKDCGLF
L3MBTL1 block: qHTS Assay for the Inhibitors of L3MBTL1. Lethal(3)malignant brain tumor-like protein 1 (Homo sapiens), Q9Y468. AlphaScreen L3MBTL1–H3K9me1 peptide binding. Potency, µM (series often up to 57.1 µM), inactives show top-dose activity, negative = inhibition, hits mostly inhibitors. 0.66% of 230,000 active. AID 485360, 2010; note: nearly all actives have a fitted effect of over 60% in size
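L3MBTL1 (50 nM) pre-complexed 30 min with biotinylated H3(1-15)K9me1 peptide (75 nM), then compounds added for 30 min at room temperature; AlphaScreen streptavidin donor/nickel chelate acceptor beads (10 ug/mL final) read after 30 min dark incubation.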
Numbers without * were called inactive; i = inactive; ? = inconclusive; . = not tested or not shown; & = joins results of further samples; [ ] = another dose, or the depositor's remark. Unless noted, calls come from the whole dose curve; as a rule, active = well fitted curve in the direction sought with a large enough effect; inconclusive = small, poorly fitted or top-dose-only effect, or another doubt; inactive = no such curve, though single readings can be large; an effect the other way counts as inactive or inconclusive. Unless noted, % is set by controls: 0 for no effect and ±100 for the full control effect; potency is the fitted concentration of half-maximal effect.

structure	TexasRed fluor	TRb-SRC2 inh	RECQ1 inh	RGS12 GoLoco inh	L3MBTL1 block
CC(C)=CC1[C@H](C(=O)OCc2cccc(Oc3ccccc3)c2)C1(C)C (stereo not given in full)	2%[201 µM]	8%[201 µM]	.	.	.
O=C(NC(=O)c1c(F)cccc1F)Nc1cc(Cl)c(OC(F)(F)C(F)C(F)(F)F)c(Cl)c1F (stereo not given)	-2%[201 µM]	2%[201 µM]	.	.	.
CCOP(=O)(O)C(N)=O	-26%[201 µM]	-9%[201 µM]	.	.	.
CCOP(=S)(OCC)Oc1ccc(S(C)=O)cc1 (stereo not given)	-1%[201 µM]	-5%[201 µM]	.	.	.
O=C(NC(=O)c1c(F)cccc1F)Nc1ccc(Cl)c(Oc2ncc(C(F)(F)F)cc2Cl)c1	-2%	3%	.	.	.
COC(=O)N(OC)c1ccccc1COc1ccn(-c2ccc(Cl)cc2)n1	2%[201 µM]	-5%[201 µM]	.	.	.
O=S(=O)(c1ccc(O)cc1)c1ccc(O)cc1	4%[201 µM]	-1%[201 µM]	.	.	.
CCOc1cc(C(C)(C)C)ccc1C1COC(c2c(F)cccc2F)=N1 (stereo not given)	0%[201 µM]	0%[201 µM]	.	.	.
O=C(O)COc1ccc(Cl)cc1	-5%[201 µM]	4%[201 µM]	.	.	.
CC(C1CC1)C(O)(Cn1cncn1)c1ccc(Cl)cc1 (stereo not given)	1%[201 µM]	0%[201 µM]	.	.	.
O=C(NC(O)C(Cl)(Cl)Cl)NC(O)C(Cl)(Cl)Cl (stereo not given)	-3%	0%	.	.	.
[Ga]#[As]	-3%[201 µM]	6%[201 µM]	.	.	.
COc1nc(C)nc(NC(=O)NS(=O)(=O)c2ccccc2Cl)n1	-1%[201 µM]	10%[201 µM]	.	.	.
Cc1cc(C)nc(Nc2ccccc2)n1	-2%[201 µM]	0%[201 µM]	.	.	.
Nc1nc(N)nc(N)n1	-4%[201 µM]	2%[201 µM]	.	.	.

Only TexasRed fluor, for four of the compounds above:
structure	TexasRed fluor
O=C(NC(=O)c1c(F)cccc1F)Nc1ccc(Cl)c(Oc2ncc(C(F)(F)F)cc2Cl)c1	-2%
COC(=O)N(OC)c1ccccc1COc1ccn(-c2ccc(Cl)cc2)n1	2%[201 µM]
O=S(=O)(c1ccc(O)cc1)c1ccc(O)cc1	4%[201 µM]
CCOc1cc(C(C)(C)C)ccc1C1COC(c2c(F)cccc2F)=N1 (stereo not given)	0%[201 µM]

(continued)
structure	TexasRed fluor	TRb-SRC2 inh	RECQ1 inh	RGS12 GoLoco inh	L3MBTL1 block
CCOP(OCC)OCC	-1%[201 µM]	7%[201 µM]	.	.	.
O=C(c1csnn1)N1CCC[C@@]2(CCN(Cc3ccncc3)C2)C1	.	.	-2%	-11%	.
CS(=O)(=O)N1CCC2(CCCN(Cc3ccncc3)C2)CC1	.	.	-3%	2%	.
Clc1ccccc1-c1cncnc1NCCc1cnc[nH]1	.	.	-4%	-4%	.
Cc1noc(C)c1C(=O)N1CCC[C@@]2(CCN(CC(C)C)C2)C1	.	.	-6%	10%	.
c1cnc(N2CC3(CCNCC3)C2)nc1	.	.	i	0%	.
O=C(Oc1ccccc1)N1CCC2(CCCN(Cc3ccccc3)C2)CC1	.	.	-1%	-1%	.
c1ccc(CN2CCC3(CCNCC3)CC2)cc1	.	.	20%	-2%	.
CC(C)NC(=O)N1CCC2(CC1)CCN(C(=O)Oc1ccccc1)CC2	.	.	-8%	-3%	.
c1csc(CN2CC3(CCNCC3)C2)n1	.	.	-7%	5%	.
N#Cc1ccc(CN2CC[C@@]3(CCCNC3)C2)cc1	.	.	-6%	1%	.
c1cnc(N2CC[C@@]3(CCCNC3)C2)nc1	.	.	-10%	-5%	.
O=C(c1csnn1)N1CCC2(CC1)CN(Cc1ccncc1)C2	.	.	-8%	1%	.
N#Cc1ccc(CN2CCCC3(CCN(C(=O)Oc4ccccc4)CC3)C2)cc1	.	.	i	-24%	.
c1ccc(CN2CCCC3(CCNCC3)C2)cc1	.	.	0%	7%	.
c1ccc(CN2CC[C@@]3(CCCNC3)C2)cc1	.	.	-8%	-4%	.
COC(=O)N1CCC2(CCN(CC(C)C)CC2)CC1	.	.	8%	-2%	.
CN1CCC2(CC1)CCN(C(=O)Oc1ccccc1)CC2	.	.	i	7%	.
CC(C)NC(=O)N1CCCC2(CCN(C(=O)Oc3ccccc3)CC2)C1	.	.	i	16%	.
CC(C)CN1CC[C@@]2(CCCN(C(=O)c3ccncc3)C2)C1	.	.	-2%	-1%	.
O=C(c1ccncc1)N1CCC2(CC1)CN(Cc1ccccc1)C2	.	.	-7%	10%	.
O=C(Nc1cccc(F)c1)N1CC2(CCN(C(=O)Oc3ccccc3)CC2)C1	.	.	-10%	2%	.
COc1ccc(NC(=O)N2CCC3(CC2)CCN(C(=O)Oc2ccccc2)CC3)cc1	.	.	-4%	-16%	.
O=C(Oc1ccccc1)N1CCC2(CCN(Cc3ccccc3)CC2)CC1	.	.	-1%	-6%	.
O=C(Oc1ccccc1)N1CCC2(CC1)CCN(C(c1ccccc1)c1ccccc1)CC2	.	.	-22%	6%	.
c1cc2c(c(NC3=NCCN3)c1)CCCC2	1%	0%	.	-2%[14.2 µM]	.
NC(=O)OCCCc1ccccc1	-3%	7%	.	12%	.
O=[As]O[As]=O (stereo not given)	-1%	3%	.	8%	.
CCCCCCCCCC[N+](C)(C)CCCCCCCCCC	-2%	-3%	.	3%	.
Cc1ccc(Cl)c(O)c1	-3%	5%	.	-23%	.

Filtered by structure, the compounds so far containing an aryl methoxy group
structure	TexasRed fluor	TRb-SRC2 inh	RECQ1 inh	RGS12 GoLoco inh	L3MBTL1 block
COc1nc(C)nc(NC(=O)NS(=O)(=O)c2ccccc2Cl)n1	-1%[201 µM]	10%[201 µM]	.	.	.
COc1ccc(NC(=O)N2CCC3(CC2)CCN(C(=O)Oc2ccccc2)CC3)cc1	.	.	-4%	-16%	.

Additional structures:
Values run as follows: TexasRed fluor | TRb-SRC2 inh | RECQ1 inh | RGS12 GoLoco inh | L3MBTL1 block
N#CN
  -3%[201 µM] | 0%[201 µM] | . | -64% | .
Cc1c(Cl)c(=O)oc2cc(OP(=O)(OCCCl)OCCCl)ccc12
  -1% | -8% | . | 5% | .
CN1c2ccccc2C(NCCCCCCC(=O)O)c2ccc(Cl)cc2S1(=O)=O (stereo not given)
  1% | -1% | -5% | . | .
CCCCOCN(C(=O)CCl)c1c(CC)cccc1CC
  -1% | -7% | -13% | . | .
CC(C)[C@H](NC(=O)[C@H](CCC(=O)O)NC(=O)[C@H](Cc1ccccc1)NC(=O)[C@@H](C)NC(=O)[C@@H](N)Cc1ccc(O)cc1)C(=O)N[C@H](C(=O)NCC(N)=O)C(C)C
  -3% | 1% | -8% | . | .
C[C@@H]1O[C@@H](O[C@H]2CC[C@@H](O[C@H]3[C@H](O)C[C@H](c4ccc5c(c4O)C(=O)C4=C(C5=O)[C@@]5(O)C(=O)C[C@](C)(O[C@H]6CC[C@H](O[C@H]7C=CC(=O)[C@H](C)O7)[C@H](C)O6)C[C@@]5(O)C=C4)O[C@@H]3C)O[C@H]2C)C=CC1=O
  1% | 18% | -12% | . | .
COc1cc2c(c3oc4cccc(O)c4c(=O)c13)C1C=CO[C@@H]1O2 (stereo not given in full)
  0% | -1% | -14% | . | .
CC(=O)CC(c1ccccc1)c1c(O)c2ccc(O)cc2oc1=O (stereo not given)
  0% | -1% | -10% | . | .
CCC1C(C)=NN=C(c2ccc(OC)c(OC)c2)c2cc(OC)c(OC)cc21 (stereo not given)
  -1% | -3% | -1% | . | .
C[C@H]1CC[C@@H]2[C@@H](C)[C@H]3C(C[C@H]4C5CC[C@H]6C[C@@H](O)CC[C@]6(C)C5CC[C@]34C)N2C1 (stereo not given in full)
  -1% | -8% | i | . | .
O=C(O)COc1nc(Cl)c(Cl)cc1Cl
  -22% | 0% | -11% | . | .
C/C1=C/C(=O)O[C@@H]2C[C@@H](CC[C@H](C)/C=C\CC1)O[C@@](O)(C1CSC(=O)N1)C2 (stereo not given in full)
  -5%&-2% | 1%&0% | 11%&3% | . | .
O=C(CS(=O)C(c1ccccc1)c1ccccc1)NO (stereo not given)
  -2% | 5% | -11% | . | .
CCOP(=S)(OCC)SCSc1ccc(Cl)cc1
  -5% | 2% | -19% | . | .
FC(F)(F)c1cccc(C2=CCN(CCc3ccc4ccccc4c3)CC2)c1
  -2% | 10% | -2% | . | .
CN(C)C1CSSSC1
  -1% | 0% | 11% | . | .
CCCCCCCCCC[n+]1cccc([C@@H]2CCCN2C)c1
  -26% | 0% | -14% | . | .
OC(c1ccc(Cl)cc1)(c1cncnc1)c1ccccc1Cl (stereo not given)
  5% | 2% | -16% | . | .
C[N+](C)(C)CCCl
  1% | -3% | -12% | . | .
CCOP(=O)(OCC)Oc1ccc2ccc(=O)oc2c1
  -24% | -2% | -12% | . | .
O=C(O)CCC(CP(=O)(O)O)C(=O)O (stereo not given)
  -2% | 5% | -8% | . | .
F/C(COc1ccc2c(c1)[nH]c1ccccc12)=C1/CN2CCC1CC2
  ? | -12% | -2% | . | .
CCCC(=O)O[C@@H]1[C@@H](C)[C@@]2(O)[C@@H](C=C(CO)C[C@]3(O)C(=O)C(C)=C[C@@H]23)[C@@H]2C(C)(C)[C@]12OC(=O)CCC
  -4% | -1% | -6% | . | .
c1ccc2c(c1)c1cc[n+]2CCCCC[n+]2ccc(c3ccccc32)NCCCCCN1
  5% | 2% | 35%[activator] | . | .
CC1=C2C(=O)C3C(CC=C4C[C@@H](O)CC[C@@]43C)[C@@H]2CC[C@]12O[C@@H]1C[C@H](C)CN[C@H]1C2C (stereo not given in full)
  -1% | 2% | -22% | . | .
Oc1ccc2c3c1O[C@H]1[C@H](O)CC[C@@]4(O)[C@@H](C2)N(CC2CC2)CC[C@]314
  -1% | -2% | -9% | . | .
CN1C(=O)[C@]23CC4=CC=C[C@H](O)[C@H]4N2C(=O)[C@@]1(CO)SS3
  -1% | -7% | 9% | . | .
CC(=O)O[C@H]1C2[C@@H](OC(=O)Cc3ccccc3)[C@@H](C)C[C@]2(OC(C)=O)C(=O)/C(C)=C/[C@@H]2[C@H](CC[C@@]13CO3)C2(C)C (stereo not given in full)
  2% | 3% | -6% | . | .
CCC1COC(Cn2cncn2)(c2ccc(Cl)cc2Cl)O1 (stereo not given)
  ? | -12% | -7% | . | .
CC(C)(C)OC(=O)C(Br)CCBr (stereo not given)
  -4% | -3% | -1% | . | .
COC1(C)CC(c2ccccc2)c2c(c3ccccc3oc2=O)O1 (stereo not given)
  -1% | -3% | -11% | . | .
N=C1c2ccccc2CN1NC(=O)c1ccco1
  . | . | . | . | 0%
COC(=O)C1=C(c2cccc(C#N)c2)C[C@@H]2CC[C@H]1N2C(=O)NCCO
  . | . | . | . | 0%

Not all compounds are listed. The share of hits here may be higher or lower than overall.
